# HTT ATP protect = cytoprotection in Huntington HTT-Q103 PC12 cell model; Potency, µM (doses to about 56.4 µM), for the others: cytoprotection (ATP increase), hits mostly activators; 230,000 tested, 0.14% active; AID 1471; PC12 HTT-Q103 induced, cytoprotection, ATP luminescence, 40 h;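 further: % of control where 0% means no effect; nearly all actives have a fitted effect of over 45% in size; toxic huntingtin expression switched on by the ecdysone agonist tebufenozide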
#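 Compounds were screened for protection of PC12 cells against cell death after tebufenozide induction (100 nM final) of mutant Huntingtin exon 1 (Q103) fused to GFP.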
# SMN2 splice enh = enhancers of SMN2 splice variant expression; HEK293 SMN2-luciferase splicing reporter, luminescence, 30-36 h; Potency, µM (top dose mostly 46.1 µM), for the others: at the highest dose activity change, positive = activation, actives largely listed as activators; AID 1458; 210,000 tested, 2.8% active; further: % of control where 0% means no effect; nearly all actives have a fitted effect of over 55% in size
#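 HEK293 cells carry an SMN2 […]–luciferase reporter in which exon 7 inclusion puts luciferase in frame. Cells were plated 10-12 h before compound addition, then incubated 30-36 h at 37C. ONE-Glo luminescence was read; sodium butyrate at 4.5 mM final served as control.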
# HttQ103 aggreg = mutant huntingtin aggregation inhibition; PC12 HttQ103-GFP aggregates, Acumen cytometry, 40 h; Potency, µM (doses to about 46.1 µM), for the others: top-dose activity change, negative = inhibition, hits mostly inhibitors; 220,000 tested, 1.1% active; AID 1688; further: on the % scale 0 is the no-effect control and ±100 the full control effect; nearly all actives have a fitted effect of over 60% in size
#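 PC12/HTTQ103-GFP, ecdysone-inducible; teb 100 nM; cpd qHTS titration; GFP aggregates read on laser cytometer, Ex 488/Em 500-530 nm.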
# KDM4E inh = blocks human JMJD2E demethylase activity; Potency, µM (highest dose often 57.1 µM), for the others: at the top dose activity change, negative = inhibition, usual class: inhibitors; JMJD2E catalytic domain, FDH-coupled NADH fluorescence (FDH is formaldehyde dehydrogenase); AID 2147; 230,000 tested, 1.6% active; active means well fitted inhibition curve with a large enough effect, not every such curve was filed as active; inconclusive means small, poorly fitted or top-dose-only effect, or another doubt; inactive means no such curve, though single readings can be large or run the other way;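 further: 0% = wells with enzyme and -100% = buffer wells without enzyme; nearly all actives have a fitted effect of over 50% in size; many of its hits are not listed in these tables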
# Target sequence (B2RXH2 1-337 limits assumed): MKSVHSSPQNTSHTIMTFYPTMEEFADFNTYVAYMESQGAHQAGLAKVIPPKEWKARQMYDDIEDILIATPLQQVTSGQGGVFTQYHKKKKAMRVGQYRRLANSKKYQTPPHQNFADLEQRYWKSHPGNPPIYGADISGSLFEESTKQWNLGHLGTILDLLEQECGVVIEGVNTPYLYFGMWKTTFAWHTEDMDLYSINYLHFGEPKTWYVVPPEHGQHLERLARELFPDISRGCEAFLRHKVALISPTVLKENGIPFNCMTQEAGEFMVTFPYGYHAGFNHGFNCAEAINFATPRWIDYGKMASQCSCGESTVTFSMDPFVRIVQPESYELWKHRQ
# Tau fluor cs = counter-screen for tau fibril formation inhibitors; tau K18 P301L Alexa594 fluorescence, heparin fibrillization; Potency, µM (top dose mostly 57.7 µM), for inactives: at the highest dose activity change, negative = decrease; 280,000 tested, 0.93% active; further: on the % scale 0 is the no-effect control and ±100 the full control effect; nearly all actives have a fitted effect of over 55% in size
#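 Human K18 P301L tau (15 uM unlabeled plus 0.24 uM Alexa 594-labeled, final) in 100 mM sodium acetate pH 7 was mixed with compound and 20 uM heparin and incubated 6 hr at 37 C.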
# Tau fibril ThT = tau fibrillization inhibition (ThT binding). P10636. recombinant tau K18 P301L (four-repeat tau fragment), heparin-induced fibrillization, ThT fluorescence. Potency, µM (top dose mostly 57.4 µM), for inactives: at the top dose activity, negative = inhibition, actives largely listed as inhibitors. 270,000 tested, 2.1% active. AID 1460; further: on the % scale 0 is the no-effect control and ±100 the full control effect; nearly all actives have a fitted effect of over 55% in size
# Target sequence (P10636 561-689 P618L limits assumed): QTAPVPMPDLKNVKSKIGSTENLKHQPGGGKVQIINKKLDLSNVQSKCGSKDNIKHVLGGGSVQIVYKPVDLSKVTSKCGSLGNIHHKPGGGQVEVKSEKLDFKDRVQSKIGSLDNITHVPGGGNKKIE
#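 Tau K18 P301L fragment (15 uM unlabeled plus 0.24 uM Alexa 594-labeled) in 100 mM sodium acetate pH 7 with compound, fibrillization induced by 20 uM heparin for 6 hr at 37 C. Thioflavin T (30 uM) added, fluorescence read after 1 hr (ex 450, em 510 nm).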
# ALDH1A1 block = blocks purified human ALDH1A1 activity; P00352; Purified ALDH1A1, NADH fluorescence, propionaldehyde substrate; Potency, µM (titrated, usually from 75.3 µM), for inactives: top-dose activity, negative = inhibition, most hits filed as inhibitors; 220,000 tested, 7.3% active; AID 1030; active means well fitted inhibition curve with a large enough effect, not every such curve was filed as active; inconclusive means small, poorly fitted or top-dose-only effect, or another doubt; inactive means no such curve, though single readings can be large or run the other way;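 further: plate controls were no enzyme wells and a reference inhibitor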
# Target sequence (P00352 whole entry, looked up): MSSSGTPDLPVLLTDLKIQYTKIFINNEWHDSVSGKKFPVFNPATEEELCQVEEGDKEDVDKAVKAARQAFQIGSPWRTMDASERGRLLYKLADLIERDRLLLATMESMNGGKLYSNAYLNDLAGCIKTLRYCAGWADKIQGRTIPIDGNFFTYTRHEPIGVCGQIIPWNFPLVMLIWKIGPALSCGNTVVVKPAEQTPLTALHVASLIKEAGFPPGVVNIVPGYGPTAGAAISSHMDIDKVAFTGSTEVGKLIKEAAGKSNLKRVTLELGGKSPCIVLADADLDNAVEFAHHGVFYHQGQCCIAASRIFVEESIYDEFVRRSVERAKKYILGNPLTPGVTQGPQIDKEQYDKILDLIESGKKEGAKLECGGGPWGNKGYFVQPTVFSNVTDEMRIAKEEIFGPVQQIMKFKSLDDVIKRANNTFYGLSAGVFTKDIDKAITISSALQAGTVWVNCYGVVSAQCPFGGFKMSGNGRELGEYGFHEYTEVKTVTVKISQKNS
# Tau fibril FP = tau fibrillization inhibition (FP) | AID 1468 | 280,000 tested, 0.39% active | P10636 | Potency, µM (series often up to 57.7 µM), for the others: at the top dose activity, negative = inhibition, most hits filed as inhibitors | K18 P301L tau heparin fibrillization, Alexa594 FP, 6 h; further: on the % scale 0 is the no-effect control and ±100 the full control effect; nearly all actives have a fitted effect of over 55% in size
#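 Human tau K18 […] P301L fragment, 15 uM unlabeled plus 0.24 uM Alexa 594-labeled tau (final), with compound and 20 uM heparin in 100 mM sodium acetate pH 7; 6 hr at 37 C, then Alexa 594 FP read.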
# * = called active by the depositor; ? = inconclusive; / = no result given; & = joins results of further samples; [ ] = dose if it differs, or a comment. Unless noted, the call rests on the fitted dose curve; in most records, active means well fitted curve in the direction sought with a large enough effect; inconclusive means small, poorly fitted or top-dose-only effect, or another doubt; inactive means no such curve, though single readings can be large; an effect the other way counts as inactive or inconclusive. Potency means the concentration at half of the fitted maximal effect.
# Start of the data: the first 8 records, ahead of the listing:
no.	smiles	HTT ATP protect	SMN2 splice enh	HttQ103 aggreg	KDM4E inh
1	CC(C)CCC1CC(CSC(=N)N)OC1=O (stereo unspecified)	11%	1%	?	2%
2	CC(c1ccco1)N(C(=O)COc1ccc(Cl)cc1)c1ccccn1 (stereo unspecified)	23%	?	6%	-3%
3	Cn1c(/C=N/Nc2nc3ccccc3[nH]2)nc2ccccc21	-138%[inhibitor]	4µM*	?	-8%
4	CCOC(=O)c1cc(NC(=O)c2ccc(C)cc2)c(=O)oc1C(F)(F)F	-41%[inhibitor]	-6%	-13%	-2%
5	Cc1cc(C)cc(NC(=S)Nc2ccc3cn[nH]c3c2)c1	12%[10 µM]	-2%	19%	?
6	Cn1c(=O)n(C)c2cc(N3CCCCC3)c(NC(=O)Nc3ccc(Br)cc3)cc21	/	0%	/	/
7	Cc1ccc(NC(=O)c2cccs2)cc1NC(=O)c1ccco1	14%	17%	-18%	-4%
8	CC(C)(C)NS(=O)(=O)c1cc(C(=O)Nc2sccc2C#N)ccc1Cl	30%[10 µM]	-83%[inhibitor]	-10%	?

no.	Tau fluor cs	Tau fibril ThT	ALDH1A1 block	Tau fibril FP
1	-1%	-7%	1%	-12%
2	-4%	-10%	5%	-5%
3	?	4µM*	0%	0%
4	1%	-1%	6%	11%
5	-18%	-17%	-2%	-9%
6	-30%	-8%	/	7%
7	-6%	6%	349%[activator]	-8%
8	-15%	-17%	?	6%

# The list itself, from the start:
no.	smiles	HTT ATP protect	SMN2 splice enh	HttQ103 aggreg	KDM4E inh
1	CC(C)CCC1CC(CSC(=N)N)OC1=O (stereo unspecified)	11%	1%	?	2%
2	CC(c1ccco1)N(C(=O)COc1ccc(Cl)cc1)c1ccccn1 (stereo unspecified)	23%	?	6%	-3%
3	Cn1c(/C=N/Nc2nc3ccccc3[nH]2)nc2ccccc21	-138%[inhibitor]	4µM*	?	-8%
4	CCOC(=O)c1cc(NC(=O)c2ccc(C)cc2)c(=O)oc1C(F)(F)F	-41%[inhibitor]	-6%	-13%	-2%
5	Cc1cc(C)cc(NC(=S)Nc2ccc3cn[nH]c3c2)c1	12%[10 µM]	-2%	19%	?
6	Cn1c(=O)n(C)c2cc(N3CCCCC3)c(NC(=O)Nc3ccc(Br)cc3)cc21	/	0%	/	/
7	Cc1ccc(NC(=O)c2cccs2)cc1NC(=O)c1ccco1	14%	17%	-18%	-4%
8	CC(C)(C)NS(=O)(=O)c1cc(C(=O)Nc2sccc2C#N)ccc1Cl	30%[10 µM]	-83%[inhibitor]	-10%	?
9	CCOC(=O)C1=NNC2(c3ccc(C)cc3)C(=O)N(c3ccccc3)C(=O)C12 (stereo unspecified)	-9%[10 µM]	/	-9%[9.22 µM]	-2%
10	OC(CCN1CCCCC1)(c1ccccc1)C1CCCCC1 (stereo unspecified)	?	-12%&-12%&-4%	4%&2%	-6%&0%&2%
11	CCOc1ccc(N(CC(=O)NCCSc2ccccn2)S(C)(=O)=O)cc1	-28%	-18%	12%	3%
12	O=S(=O)(Nc1ccc(Cc2ccncc2)cc1)c1ccc(Br)s1	-43%[inhibitor]	-30%	?	6%

no.	Tau fluor cs	Tau fibril ThT	ALDH1A1 block	Tau fibril FP
1	-1%	-7%	1%	-12%
2	-4%	-10%	5%	-5%
3	?	4µM*	0%	0%
4	1%	-1%	6%	11%
5	-18%	-17%	-2%	-9%
6	-30%	-8%	/	7%
7	-6%	6%	349%[activator]	-8%
8	-15%	-17%	?	6%
9	-4%	4%	12%	0%
10	-3%&-2%&-11%	-3%&1%&1%	11%&-8%&-5%	?
11	2%	7%	7%	5%
12	-24%	-12%	8%	-2%

# Additional compounds:
no.	smiles	HTT ATP protect	SMN2 splice enh	HttQ103 aggreg	KDM4E inh
13	Cc1ccc(-c2nc3ccccc3[nH]2)cc1N	-77%[inhibitor]	3.2µM*	5%	?
14	CCC(=O)Nc1nnc(SCC(=O)N2c3ccccc3CC2C)s1 (stereo unspecified)	26%[1.9 µM]	-18%	-9%	1%
15	CCc1nnc(N/N=C/c2c(C)[nH]c3ccccc23)n1N	-76%	-29%	-17%[9.22 µM]	6%
16	O=C(COC(=O)CCc1ccccc1)NC12CC3CC(CC(C3)C1)C2	30%[10 µM]	-2%	-6%	7%
17	CCc1ccc(N(C2C=CS(=O)(=O)C2)S(=O)(=O)c2ccccc2)cc1 (stereo unspecified)	-6%[10 µM]	0%	?	7%
18	CC(C)CSc1nnc2c(n1)[nH]c1ccccc12	-52%[inhibitor]	2.2µM*	-9%	-2%
19	COc1ccc(C(=O)O)cc1S(=O)(=O)NC(C)C	-7%[10 µM]	/	5%[9.22 µM]	3%
20	Cc1ccc(-c2ccc(C(=O)O)o2)cc1Cl	25%[10 µM]	/	14%[9.22 µM]	?
21	Cc1cc(CN2C(=O)c3ccccc3C2=O)cc(N2CCOCC2)c1	3%[10 µM]	-9%	-18%	-7%
22	O=C(COC(=O)c1ccc(-c2ccc([N+](=O)[O-])cc2)o1)NC(=O)NC1CCCCC1	-14%[10 µM]	/	-5%	-1%
23	CCCCn1c(=O)[nH]c(=O)c2c1nc(-c1ccc(OCCC)c(OCC)c1)n2CCOC	-51%[inhibitor]	8%	3%	?
24	Cc1cccc(NC(=O)CCC(=O)N/N=C/c2cc([N+](=O)[O-])ccc2O)c1	17%[10 µM]	-4%	-28%	10µM*

no.	Tau fluor cs	Tau fibril ThT	ALDH1A1 block	Tau fibril FP
13	-23%	?	?	4%
14	-8%	-8%	-7%	0%
15	-11%	?	-1%	-9%
16	-8%	-5%	-9%	-1%
17	-3%	1%	3%	-6%
18	-7%	-11%	?	0%
19	-20%	-14%	/	-17%
20	11%	9%	/	10%
21	-16%	-15%	7%	-1%
22	?	?	?	?
23	4%	-7%	?	6%
24	-13%	?	-6%	8%

# (more compounds)
no.	smiles	HTT ATP protect	SMN2 splice enh	HttQ103 aggreg	KDM4E inh
25	CCc1ccccc1NC(=O)c1ccc2c(c1)CCCN2S(C)(=O)=O	/	7%	/	/
26	CC(NC(=O)c1cc(=O)[nH]c2ccc(Br)cc12)c1ccccc1 (stereo unspecified)	/	-18%	-2%	-5%
27	Cc1[nH]n(-c2ccc([N+](=O)[O-])cc2)c(=O)c1C=NCCc1ccc(S(N)(=O)=O)cc1	-15%[10 µM]	-6%	-22%[9.22 µM]	-5%
28	O=C(Cn1c(=O)n(Cc2ccc3c(c2)OCO3)c(=O)c2ccc(C(=O)NC3CCCCC3)cc21)Nc1ccccc1F	/	-5%	/	/
29	Cc1ccc2nc(-c3ccccn3)c(Nc3ccccc3C)n2c1	-229%[inhibitor]	-96%&-57%[inhibitor]	?	-1%
30	O=C(Nc1ccc2c(c1)oc1ccccc12)C1CC1	-6%	?	?	-28%
31	O=C1c2ccccc2C(=O)N1CCCSc1nc2ccccc2o1	3%[10 µM]	-11%	6%	0%
32	CC(C)(CNC(=O)c1ccc([N+](=O)[O-])c(Cl)c1)CNC(=O)c1ccc([N+](=O)[O-])c(Cl)c1	-88%[inhibitor]	21%	?	0%
33	Cc1ccc(C)c(Cn2c(=O)n(CCc3ccccc3)c(=O)c3c(C)c(C)sc32)c1	/	8%	/	/
34	CCC1(C)SC(NC(C)=O)=NN1C(C)=O (stereo unspecified)	19%[10 µM]	/	20%[9.22 µM]	-1%
35	CC(C)COc1ccc(C(=O)N/C(=C\c2cccc([N+](=O)[O-])c2)C(=O)OC(C)C)cc1	14%	2%	10%	8%
36	Fc1ccccc1CCNc1nnnn1-c1ccccc1	9%[10 µM]	?	-6%[9.22 µM]	2%

no.	Tau fluor cs	Tau fibril ThT	ALDH1A1 block	Tau fibril FP
25	-8%	-9%	/	-14%
26	-3%	2%	0%	-6%
27	-5%	-18%	-6%	-14%
28	-19%	0%	/	?
29	?	?	-8%	-6%&-15%
30	-8%	-11%	-3%	-1%
31	-12%	-14%	?	6%
32	13µM*[quencher]	?	-18%	-2%
33	10%	6%	/	0%
34	-8%	-8%	1%	-1%
35	-24%	-15%	-10%	5%
36	-13%	-7%	-3%	-4%

# The list continues:
no.	smiles	HTT ATP protect	SMN2 splice enh	HttQ103 aggreg	KDM4E inh
37	CC(=O)N1C(=O)N(C(C)=O)C2C1N(C(C)=O)C(=O)N2C(C)=O (stereo unspecified)	-15%	-11%	-6%	-5%
38	CCOC(=O)c1ccc(NC(=S)N(CCCN2CCN(CC)CC2)Cc2ccco2)cc1	-45%[inhibitor]	3%	5%	-4%
39	O=C(CSc1cccc2cccnc12)Nc1ccc(S(=O)(=O)N2CCOCC2)cc1	-81%[inhibitor][10 µM]	/	?	?
40	CC(=O)C1C(c2ccccc2)c2c(n[nH]c2C)CC1(C)O (stereo unspecified)	6%[10 µM]	2%	4%	7%
41	CC(=O)Nc1ccc(SCC(=O)N(C)C2CCS(=O)(=O)C2)cc1 (stereo unspecified)	-3%	-1%	-1%	4%
42	Cn1c(=O)c2sccc2n2c(CCCC(=O)Nc3ccc(F)c(F)c3)nnc12	/	-2%	/	/
43	C=C(C)CNC(=S)NNC(=O)c1cc(C)oc1C	28%[10 µM]	0%	-3%	1%
44	COc1ccc(OC)c(S(=O)(=O)NC(N)=NCCc2ccccc2OC)c1	9%	-26%	-22%	-2%

no.	Tau fluor cs	Tau fibril ThT	ALDH1A1 block	Tau fibril FP
37	2%	-3%	6%	-5%
38	-6%	-6%	3%	-5%
39	-29%	9%	/	13%
40	0%	-3%	5%	-7%
41	-2%	-3%	4%	2%
42	-8%	-3%	/	-3%
43	-4%	-6%	19%	9%
44	-9%	-4%	2%	-7%

# Source: PubChem (National Center for Advancing Translational Sciences (NCATS))

# Some of the compounds tested, so the mix of outcomes need not match the whole.
